Assay outcomes as filed in PubChem.
FBPA Giardia inh: qHTS Assay for Inhibitors of Fructose-1,6-bisphosphate Aldolase from Giardia Lamblia. 290,000 compounds, 0.71% hits. purified Giardia FBPA. Potency, µM (highest dose often 59.6 µM), for inactives: at the highest dose activity, negative = inhibition, usual class: inhibitors. A8B2U2; also: potency is read from the fitted curve at half-maximal effect; % is scaled to controls: 0 for no effect and ±100 for the full control effect; nearly all actives have a fitted effect of over 55% in size
Target sequence (A8B2U2 whole entry, looked up): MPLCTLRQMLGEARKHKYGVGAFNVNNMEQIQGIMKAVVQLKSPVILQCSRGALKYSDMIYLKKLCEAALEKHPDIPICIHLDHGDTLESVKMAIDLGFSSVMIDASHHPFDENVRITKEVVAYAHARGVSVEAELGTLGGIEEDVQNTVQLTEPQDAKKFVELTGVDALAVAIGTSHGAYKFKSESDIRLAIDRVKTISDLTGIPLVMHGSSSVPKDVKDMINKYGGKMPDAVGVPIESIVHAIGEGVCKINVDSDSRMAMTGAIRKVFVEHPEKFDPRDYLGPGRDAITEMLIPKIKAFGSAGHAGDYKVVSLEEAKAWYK
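40 nM FBPA preincubated 10 min at RT with compound (up to 57.5 uM final), then substrate plus GAPDH/TPI/NAD/arsenate coupling and diaphorase/resazurin added. Fluorescence read after 20 min at RT, 525/598 nm.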
Pf growth 48h: Primary qHTS for delayed death inhibitors of the malarial parasite plastid, 48 hour incubation. P. falciparum luciferase growth in erythrocytes, 48 h. Potency, µM (doses to about 28.7 µM), for inactives: top-dose activity change, negative = inhibition, most hits filed as inhibitors. 310,000 compounds, 5.9% hits. AID 504832, 2011; also: potency is read from the fitted curve at half-maximal effect; % is scaled to controls: 0 for no effect and ±100 for the full control effect
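A one-generation exposure of luciferase-tagged malaria parasites in RPMI 1640/Albumax erythrocyte culture, 37 C and 5% CO2. Inhibition is inferred from decreased luminescence after adding detection reagent.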
Shiga inhibitor: A qHTS for Small Molecule Inhibitors of Shiga Toxin; Vero cells, Shiga toxin protein synthesis inhibition reporter; inhibition, % at 38.7 µM; 290,000 compounds, 9.2% hits; AID 2315, 2010; in the data active = inhibition mostly above about 28%, no sharp cut-off; inactive = mostly below about 43%; also: 0% is about no effect
Sm TGR block: qHTS Assay for the Inhibitors of Schistosoma Mansoni Peroxiredoxins | Schistosoma mansoni thioredoxin glutathione reductase (TGR), Q962Y6 | purified TGR, DTNB reduction, TNB absorbance 405 nm | Potency, µM (series often up to 114 µM), inactives show at the highest dose activity change, negative = inhibition, hits mostly inhibitors | 360,000 compounds, 3% hits; also: potency is read from the fitted curve at half-maximal effect; % is scaled to controls: 0 for no effect and ±100 for the full control effect; nearly all actives have a fitted effect of over 60% in size
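Kinetic colorimetric format: TGR-catalysed, NADPH-driven DTNB reduction monitored via TNB absorbance. Enzyme dispensed at 20 nM; compound exposure 15 min at room temperature before reaction start.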
Cycloheximide cs: Cycloheximide Counterscreen for Small Molecule Inhibitors of Shiga Toxin; max response, %; cell reporter, cycloheximide protein synthesis inhibition counterscreen; 300,000 compounds, 12% hits; in the data active = max response mostly above about 13%, no sharp cut-off; inactive = mostly below about 14%; also: read at 38.3 µM for the half of the compounds with a filed dose; 0% is about no effect
Pf growth 96h: Primary qHTS for delayed death inhibitors of the malarial parasite plastid, 96 hour incubation; P. falciparum luciferase reporter growth, 96 h; Potency, µM (doses to about 28.7 µM), without a hit: top-dose activity change, negative = inhibition, usual class: inhibitors; 320,000 compounds, 6.9% hits; AID 504834, 2011; also: potency is read from the fitted curve at half-maximal effect; % is scaled to controls: 0 for no effect and ±100 for the full control effect
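Readout is luminescence from an integrated firefly luciferase in P. falciparum. Red cells, 2% hematocrit and 0.05% parasitemia final, were cultured with compound through two parasite generations (96 hours) at 37 C, 5% CO2.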
Active calls of the source: *; ? = inconclusive; nt = not tested or not shown; & = joins results of further samples; [ ] = another dose, or the depositor's remark. Unless noted, calls follow the shape of the dose curve; as a rule, active = well fitted curve in the direction sought with a large enough effect; inconclusive = small, poorly fitted or top-dose-only effect, or another doubt; inactive = no such curve, though single readings can be large; an effect the other way counts as inactive or inconclusive.

SMILES	FBPA Giardia inh	Pf growth 48h	Shiga inhibitor	Sm TGR block	Cycloheximide cs	Pf growth 96h
COc1cc(/C=C(/C#N)c2nc3ccccc3[nH]2)ccc1Oc1ncccc1[N+](=O)[O-]	-4.6%	14.7µM*	24.0	13.5%	13.0*	?
c1csc(C(c2nnnn2C2CCCCC2)N2CCCC3(CCCCC3)C2)c1 (stereo unspecified)	8.2%	2.62µM*	9.2	-0.4%	-1.0	?
COC(=O)c1ccccc1NC(=O)c1ccc(COc2cccc3ccccc23)o1	?	-7.1%	12.0	56.2µM*	2.1	nt
Cc1ccc(NC(=O)CN(C)C(=O)CCOc2cccc(C)c2)cc1	2.2%	20.5%	-2.5	4.4%	-1.8	-2.3%
O=C(CN1C(=O)c2cccnc2Oc2ccc(Cl)cc21)NC1CCCC1	-2.9%	?	-5.0	-7.6%	2.2	31.7%[activator]
CC1CCC(N2CCNCC2)CC1 (stereo unspecified)	-7.3%	11.3%	-5.3	-3.6%	-0.6	14.7µM*
CCOC(=O)N1CCN(C(=O)C2CCN(S(=O)(=O)c3ccccc3)CC2)CC1	0.2%	-20.1%	41.1	6.9%	-4.3	nt
CCN1CCN(c2ccc(S(=O)(=O)N3CCOCC3)cc2NC(=O)C(C)Oc2cccc(Cl)c2)CC1 (stereo unspecified)	nt	10.4µM*	nt	-8.4%	nt	?
CCCC(C(=O)NC1CCCC1)N(CC1CCCO1)C(=O)c1snc(C(N)=O)c1N (stereo unspecified)	3.0%	-23.6%	22.3	0.0%	1.1	-4.5%
COc1ccccc1OCC(=O)Nc1c2c(nn1-c1ccc(C)cc1)CS(=O)(=O)C2	nt	31.5%[activator]	nt	-23.7%	nt	0.4%
CC(C)NC(=O)CCNC(=O)c1ccc(F)cc1	4.1%	21.5%	-5.0	-22.0%	-6.0	-1.4%
CCOC(=O)/C=c1\sc2n(c1=O)CCN=2	-0.5%	1.2%	-21.2	0.0%	-3.7	?
Cc1cccc(N=C2NC(=O)c3cc([N+](=O)[O-])ccc32)c1	-7.7%	-10.6%	3.2	-19.3%	2.5	?
CC(=O)c1cccc(NC(=O)CCS(=O)(=O)c2ccc(Br)s2)c1	-4.0%	16.2%	23.1	39.8µM*	18.5	63.4%[activator]
CCOC(=O)c1c(C)nc(C)c(C(=O)OCC)c1-c1cccnc1	8.0%	73.5%[activator]	3.9	-4.3%	-4.3	?
CCNC(=O)/C=C1\NC(C)(C)Cc2c1ccc1ccccc21	-11.7%	nt	-9.4	5.1%	0.3	?
Cc1nnc(NC(=O)c2cccc(S(=O)(=O)N3CCCC3)c2)s1	-8.2%	21.0%	-6.5	-19.3%	-3.5	-9.4%
O=C(CNC(=O)c1ccc(Br)o1)NCc1ccccc1	nt	12.2%	15.2	8.6%	-1.4	15.9%
CCNC(=O)OCC(CC)NC(=O)OCC(C)C (stereo unspecified)	0.2%	1.3%	-6.6	1.0%	-7.6	nt
O=C(NC1CCCN(C2Cc3ccccc3C2)C1)c1ccc(F)cc1Cl (stereo unspecified)	1.6%	-4.5%	-5.3	0.0%	-2.9	-3.4%
Cc1ccc(C(=O)NNC(=O)CSc2nnc(-c3ccncc3)n2C)cc1	3.0%	38.0%[activator]	10.5	6.3%	-0.6	283.7%[activator]
COc1cc(C2C3=C(CCCC3=O)Nc3[nH]n(-c4ccccc4)c(=O)c32)ccc1O (stereo unspecified)	?	5.22µM*	7.4	?	-2.8	?
COc1ccc(Cl)c(N2CCN(CCCNC(=O)Nc3ccc(C)cc3)CC2)c1	3.0%	13.1µM*	-2.7	6.0%	-2.4	nt
CC1CCCN(CC(=O)Nc2cccc([N+](=O)[O-])c2)C1 (stereo unspecified)	-1.0%	-1.0%	20.5	4.2%	3.7	-12.1%
COC(=O)/C(C(C)=O)=C(\C=C\N(C)C)N(C)C	-2.7%	nt	-13.7	-17.1%	-2.1	-17.9%
O=C(CCCn1nnc(-c2cccnc2)n1)c1ccc(F)cc1	-4.6%	9.0%	22.1	0.6%	2.0	5.1%
O=C(NCCCc1ccccc1)Nc1cccc(Cl)c1	-8.8%	?	24.0*	7.6%	34.7*	11.5%
O=C(CN1CCOCC1)Nc1ccc(Cl)c(Cl)c1	?	20.0%	-4.0	5.6%	1.9	-2.8%
CCn1c(SCC(=O)N2CCCC2)nc2ccccc21	-0.9%	22.5%	3.6	7.9%	1.4	29.2%
O=C(Nc1ccc2c(c1)OCCO2)c1ccc(Cl)cc1	-7.7%	317.8%[activator]	41.6	-9.7%	28.1*	?
NC(=O)c1cc(S(=O)(=O)N2CCCC2)ccc1OCCOc1ccccc1	nt	?	nt	-25.5%	nt	?
O=C(NCc1ccc(F)cc1)C1CC(=O)N(C2CCCCCCC2)C1 (stereo unspecified)	-6.0%	7.8%	-6.2	5.2%	3.6	?
CCCc1c(CC)c(=N)c2ccccc2n1C	1.2%	0.329µM*	36.9	-2.9%	7.6	1.9%
CC(C)C[C@H](NC(=O)N1c2ccccc2NC(=O)[C@@H]1C(C)C)C(=O)N[C@@H](Cc1ccccc1)C(=O)O	21.9%	-25.8%	-1.5	1.5%	0.7	?
CCc1cc2c(=O)[nH]c(CC(N)=O)nc2s1	-1.0%	27.6%	13.9	nt	-1.1	-14.2%
Cc1cc(C)c[n+](-c2[nH]c(=O)sc2/C=N/N=C(\[O-])c2cccnc2)c1	-10.7%	8.7%	10.9	-2.5%	-5.4	3.2%
CC(=O)N1[C@H](C)C=C[C@]1(Cc1ccccc1)C(=O)NCCc1c[nH]c2ccccc12	-8.0%&-8.7%	?	1.4	-3.4%	5.7	?
CC1CCN(C(=O)c2cc(S(=O)(=O)N3CCOCC3)ccc2N2CCCC2)CC1	nt	?	nt	-13.9%	nt	5.7%
CCOc1ccc(NC(=O)[C@@H](NC(=O)c2ccco2)C(C)C)cc1	7.5%	?	-2.9	-12.9%	0.5	?
COCCC1CCCCN1C(=O)c1cc(COc2cccc(C(C)=O)c2)on1 (stereo unspecified)	nt	-1.6%	76.3*	-20.5%	33.6*	5.4%
CCOC(=O)c1ccc(NC(=O)C(C)Sc2nc(O)c(-c3ccccc3)c(=O)[nH]2)cc1 (stereo unspecified)	10.3%	13.2%	-12.8	-10.5%	0.6	1.5%
COc1ccc(C(=O)O/N=C(\N)c2ccccc2)cc1	-1.3%	-27.2%	-15.1	15.0%	3.3	-5.1%
O=C(Nc1sc2c(c1-c1nc3ccccc3[nH]1)CCCC2)C1CC1	-0.9%	?	-3.7	-1.4%	16.7	?
COc1ccc(OC)c(N2C(=O)CC(Cc3cc(C)cc(C)c3)C2=O)c1 (stereo unspecified)	2.8%	-6.4%	-0.4	7.4%	-2.4	?
CC(C)CN(CCCNC(=O)CN1C(=O)CSc2ccc(S(=O)(=O)N3CCOCC3)cc21)CC(C)C	3.1%	5.0%	-7.7	3.2%&-25.7%	9.8	-19.0%
COc1ccc(C(=O)Nc2ccc(S(=O)(=O)N3CCCC3)cc2)c(OC)c1	-0.3%	?	-9.4	-0.8%	9.9	nt
Cc1cc2c(cc(C(=O)OC(C(=O)NCc3ccco3)C(C)C)n2C)o1 (stereo unspecified)	0.9%	?	-6.2	0.0%	10.9	?
O=C1C(=O)N(C/C=C/c2ccccc2)c2ccccc21	-7.8%	9.3%	-8.9	-13.9%	-1.3	30.2%[activator]
O=C(CNC(=O)c1ccc(Cl)cc1)N/N=C/c1cccnc1	4.8%	9.0%	26.7	1.8%	-1.1	3.6%
COc1ccccc1-c1cc(C(=O)NCCCN2CCOCC2)no1	-0.4%	29.8%	24.7	3.8%	-2.3	?
Additional records follow.
SMILES	FBPA Giardia inh	Pf growth 48h	Shiga inhibitor	Sm TGR block	Cycloheximide cs	Pf growth 96h
Cc1[nH]c(=O)[nH]c(=O)c1CSc1nnc(CCCCCNC(=O)OC(C)(C)C)o1	-0.2%	?	-7.3	0.0%	-4.7	?
Cc1nc(SCCC(=O)O)c2ccccc2n1	12.6%	9.9%	-8.3	2.8%	-0.1	?
CCOc1cccc(CN2CCC(n3nccc3NC(=O)CCCc3ccccc3)CC2)c1	nt	10.4µM*	-11.4	-1.7%	2.5	?
Cc1cccc(C)c1NC(=O)Cc1cccs1	-4.1%	4.7%	-2.0	-15.5%	-1.0	?
CCN1CCN(c2ccc(S(=O)(=O)N3CCCCC3)cc2NC(=O)c2ccc(C)o2)CC1	nt	?	nt	-7.7%	nt	?
Cc1ccc2c(c1C)OC(=O)CC2(C)C	-3.9%	14.8%	-14.8	3.0%	-1.2	9.6%
CC(=O)Nc1cccc(NC(=O)C(=O)c2cn(CC(=O)N3CCCCC3)c3ccccc23)c1	-6.1%	41.1%[activator]	85.2*	-0.6%	45.1*	?
Fc1cccc(/C=N/Nc2nccnc2Cl)c1	?	155.3%[activator]	97.9*	1.4%	48.5*	245.3%[activator]
CCCc1nnc(SCC(=O)O)n1CC	2.0%	?	-4.3	4.8%	1.3	8.7%
COC(=O)CCC(=O)OC1(C)C(=O)C=C2C=C(C3CC3)N(Cc3ccc(OC)cc3)C=C2C1=O (stereo unspecified)	?	?	-6.5	-0.9%	-3.3	?

Shown comma-delimited: part of the list above.
Structure,FBPA Giardia inh,Pf growth 48h,Shiga inhibitor,Sm TGR block,Cycloheximide cs,Pf growth 96h
COc1ccccc1-c1cc(C(=O)NCCCN2CCOCC2)no1,-0.4%,29.8%,24.7,3.8%,-2.3,?
Cc1[nH]c(=O)[nH]c(=O)c1CSc1nnc(CCCCCNC(=O)OC(C)(C)C)o1,-0.2%,?,-7.3,0.0%,-4.7,?
Cc1nc(SCCC(=O)O)c2ccccc2n1,12.6%,9.9%,-8.3,2.8%,-0.1,?
CCOc1cccc(CN2CCC(n3nccc3NC(=O)CCCc3ccccc3)CC2)c1,nt,10.4µM*,-11.4,-1.7%,2.5,?
Cc1cccc(C)c1NC(=O)Cc1cccs1,-4.1%,4.7%,-2.0,-15.5%,-1.0,?
CCN1CCN(c2ccc(S(=O)(=O)N3CCCCC3)cc2NC(=O)c2ccc(C)o2)CC1,nt,?,nt,-7.7%,nt,?
Cc1ccc2c(c1C)OC(=O)CC2(C)C,-3.9%,14.8%,-14.8,3.0%,-1.2,9.6%
CC(=O)Nc1cccc(NC(=O)C(=O)c2cn(CC(=O)N3CCCCC3)c3ccccc23)c1,-6.1%,41.1%[activator],85.2*,-0.6%,45.1*,?
Fc1cccc(/C=N/Nc2nccnc2Cl)c1,?,155.3%[activator],97.9*,1.4%,48.5*,245.3%[activator]
CCCc1nnc(SCC(=O)O)n1CC,2.0%,?,-4.3,4.8%,1.3,8.7%
COC(=O)CCC(=O)OC1(C)C(=O)C=C2C=C(C3CC3)N(Cc3ccc(OC)cc3)C=C2C1=O (stereo unspecified),?,?,-6.5,-0.9%,-3.3,?
